From PubChem BioAssay
CFTR F508del cor: correctors of CFTR F508del function in bronchial epithelial cells. CFBE cells, YFP halide quenching; stimulated with forskolin plus potentiator P3; % fluorescence drop versus neutral controls. activity (quench increase), % at 7.58 µM. 0.36% of 350,000 active. AID 720511;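 active = mean added fluorescence quench of at least 8% versus neutral control, with both replicates also reaching 8%; inconclusive = only one of the mean or replicate conditions met; inactive = mean below 8% and not both replicates reaching 8%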;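 also: cells transiently co-express mutant CFTR-F508del with the halide-sensitive YFP; corrector assay measuring rescue of mutant channel to the surface after 24 h compound exposure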
EWS-Fli inh: blocks EWS/Fli oncoprotein-driven transcription; A673 NR0B1-luciferase reporter, viability-normalised; inhibition, % at 12.6 µM; AID 651661; 0.67% of 350,000 active;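 active = mean inhibition of at least 50% after viability correction, with every replicate also passing that limit; inconclusive = mean reaches 50% but only one of two replicates passes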;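 also: firefly luciferase signal divided by Alamar Blue viability fluorescence both relative to DMSO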
miR122 inh: inhibitors of miR-122 in Huh7 cells; AID 602342; 0.3% of 340,000 active; activation (reporter increase), % at 12.5 µM; Huh7 miR-122 Renilla luciferase sensor, 48 h; neutral wells = 0, positive control = 100;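 active = mean replicate activation score at least 90 and every replicate individually at or above 90; inconclusive = only one of the two criteria met; inactive = neither criterion met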;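 also: higher luciferase means less miR-122 activity so hits act as miR-122 inhibitors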
PAX8 inh HTS: inhibitors of PAX8 transcriptional activity in RMG-I cells | RMG-I TPO-luciferase reporter, SteadyGlo, 24 h | inhibition, % at 12.6 µM | 1.2% of 360,000 active;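 active = mean replicate inhibition at least 60% with every replicate also reaching 60%; inconclusive = only one of the two criteria is met; inactive = mean below 60% and not all replicates reaching 60%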;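 also: luciferase light reporting Pax8 driven TPO promoter activity; plate controls were median of neutral control wells for no effect and mitoxantrone controls for full effect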
DENV2 CPE rescue: inhibitors of DENV2 cytopathic effect; AID 651640; 1.7% of 350,000 active; DENV2-infected cells, cytopathic effect rescue, plate reader; CPE inhibition, % at 9.99 µM; in the data active = CPE inhibition above about 20%, passing the limit was not always enough; inconclusive = no clear call, values can overlap the other calls; tested in BHK-21 cells;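 also: 0% = median of neutral control wells and 100% = median of positive control wells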
FN deposit inh: fibronectin deposition inhibition. AH1F fibroblasts, Alexa488-fibronectin deposition fluorescence, overnight. inhibition, % at 12.6 µM. 0.086% of 350,000 active;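 active = mean inhibition across replicates of 30% or more, regardless of how many single replicates reach that level; inconclusive = mean under 30% yet at least half of replicates reach 30%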;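 also: positive control wells lacked labelled fibronectin entirely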
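test system = AH1F fibroblasts assembling fluorescent fibronectin matrix | quantity = 10000 AH1F cells per well | buffer or medium = DMEM plus 2% serum, read in PBS | doses = single dose, pinned | incubation = 1 h cell attachment, overnight exposure to compound and label | detection = fluorescence at 485 nm excitation, 525 nm emission | read-out basis = inhibition from reduced deposited-fibronectin fluorescence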
GSIS activator: primary screen for activators of insulin secretion dependent on glucose, INS-1E cells, GLuc reporter luminescence. AID 743287. INS-1E GLuc reporter insulin secretion, 2-3 h. activation, % at 16.6 µM. 0.61% of 370,000 active;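 active = lowest replicate activation of at least 40%, so every replicate reaches that level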;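 also: 0% = median of neutral control wells and 100% = median of IBMX positive control wells; some compounds called inactive have numbers as strong as hits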
* marks the source's active call; other numbers are inactive results; u = inconclusive; x = no result given; [ ] = dose if it differs, or a comment.

Order of values: CFTR F508del cor | EWS-Fli inh | miR122 inh | PAX8 inh HTS | DENV2 CPE rescue | FN deposit inh | GSIS activator
[1] COc1cc(OC)cc(C2=NC3(CCC(C)CC3)NC2=S)c1 (stereo not drawn)
  1.7 | 3 | 1 | 18 | 0 | 7 | -17
[2] COC(=O)c1ccc(N2CCN(S(=O)(=O)c3ccc(Br)cc3)CC2)c([N+](=O)[O-])c1
  x | x | -5 | -11 | x | 0 | x
[3] CN(CC(=O)Nc1ccccc1Cl)C(=O)COC(=O)/C=C/c1ccccc1
  0.3 | -7 | x | 11 | x | -1 | 2
[4] Cc1cc(C)c(S(=O)(=O)N2CCC(C(=O)NCc3ccc(Cl)cc3Cl)CC2)c(C)c1
  x | x | 5 | -6 | x | -2 | x
[5] O=C(NC(=S)Nc1ccc2oc(-c3ccncc3)nc2c1)c1ccccc1F
  -2.1 | -4 | -1 | -17 | -3 | -5 | -9
[6] COCC#Cc1ccc2c(c1)O[C@@H](CN(C)Cc1cccnc1)[C@H](C)CN([C@@H](C)CO)S2(=O)=O
  x | 9 | -5[16.7 µM] | 7 | 10 | 4 | 1
[7] Cc1cc(C)nc(SCc2ccc(C(=O)N/N=C/c3cccc(O)c3O)cc2)n1
  x | x | x | 68* | x | 3 | -29
[8] COC(=O)c1cccc(NS(=O)(=O)c2ccc(OC)c(C(=O)N3CCOCC3)c2)c1C
  -0.8 | 2 | x | -14 | 1 | -1 | 18
[9] Cc1ccccc1C(=O)c1cccn1CC(=O)NCCC1=CCCCC1
  -0.5 | -5 | x | -11 | 10 | -12 | 0
[10] CCCn1c(=N)n(CC(=O)c2ccc(OCC(=O)OC)cc2)c2ccccc21
  -2.0 | 7 | -2 | 19 | 2 | 0 | x
[11] O=C(c1ccc(F)cc1)N1CCCCN2[C@H](C1)[C@H](c1ccc(/C=C/c3ccccc3)cc1)[C@@H]2CO
  -1.5 | 8 | 12[16.7 µM] | u | -24 | x | 12
[12] CS(=O)(=O)N1CCC(C(=O)Nc2ccccc2Br)CC1
  2.9 | 10 | -2 | 17 | -3 | -3 | -7
[13] Cc1ccc(S(=O)(=O)N2[C@@H]3CNC[C@H]2C3c2ccc(-c3ccc(C#N)cc3)cc2)cc1 (stereo partly drawn)
  2.6 | x | x | x | 29* | -5 | 3
[14] COC(=O)Nc1ccc(S(=O)(=O)N2CCCC(C(=O)NC3CCS(=O)(=O)C3)C2)cc1 (stereo not drawn)
  x | x | x | 5 | x | 1 | 10
[15] COc1cccc(S(=O)(=O)Nc2ccc3c(c2)C(=O)N(C)[C@H]2CC[C@H](CC(=O)NCC4CCCCC4)O[C@@H]2CO3)c1
  1.0 | 1 | 69[16.7 µM] | -3 | -9 | -4 | -7
[16] COC(=O)CC1COc2ccccc2N1S(=O)(=O)c1ccc(Br)cc1 (stereo not drawn)
  1.9 | -4 | x | 3 | -3 | 0 | -31
[17] Cc1nnsc1Sc1ccccc1C(=O)O
  -0.1 | -1 | -1 | 9 | 1 | 3 | -18
[18] Cc1ccccc1S(=O)(=O)Oc1cccc2c(O)cccc12
  1.1 | 3 | 2 | 10 | 0 | -6 | -9
[19] CCS(=O)(=O)Nc1ccc2c(c1)C(=O)N(C)C[C@H](OC)[C@@H](C)CN(C(=O)C1CC1)[C@H](C)CO2
  -1.4 | 0 | x | 3 | -2 | 7 | 7
[20] C/C(Cl)=C\Cn1c(Nc2cccc(C)c2)nc2c1c(=O)n(C)c(=O)n2C
  -2.2 | 16 | x | x | u | x | 51

Order of values: CFTR F508del cor | EWS-Fli inh | miR122 inh | PAX8 inh HTS | DENV2 CPE rescue | FN deposit inh | GSIS activator
[21] CCN1CNC(=S)N(c2cccc(C)c2)C1
  -2.3 | 9 | x | -22 | 3 | 1 | x
[22] Fc1ccccc1OCCCCSc1ncccn1
  x | x | 2 | -14 | x | 6 | x
[23] COc1ccc(CCNC(=O)CN(c2ccccc2)S(C)(=O)=O)cc1
  1.3 | -5 | x | 7 | -2 | 1 | 10
[24] CCNS(=O)(=O)c1ccc(CCC(=O)N2CCN(c3cccc(Cl)c3)CC2)cc1
  -1.4 | 8 | 6 | 21 | -3 | -3 | -13
[25] CCOC(=O)C1(CCOC)CCN(Cc2ccccc2-c2ccco2)CC1
  1.3 | 21 | 0 | 31 | x | 12 | -4
[26] COC(=O)[C@@]1(Cc2ccc(F)cc2)[C@H]2c3cc(C(=O)N(C)C)n(Cc4ccsc4Br)c3C[C@H]2CN1C(=O)c1ccccc1
  -3.0 | -16 | x | -4 | u | 1 | -44
[27] CC1CC(C(F)F)n2nc(C(=O)Nc3sc4c(c3C#N)CCC(C(C)(C)C)C4)nc2N1 (stereo not drawn)
  x | x | -3 | -1 | x | -1 | x
[28] CCN(Cc1ccccc1)C(=O)c1cc(COc2c(F)cccc2F)on1
  1.2 | -4 | 2 | -10 | 2 | -8 | -9
[29] COC(=O)c1ccc(OS(=O)(=O)N(C)C)cc1
  2.2 | 0 | -5 | -90 | 8 | 0 | 6
[30] Cc1nnc(SCc2nnc(-c3cccs3)o2)s1
  -0.3 | -9 | -8 | -10 | -4 | 4 | -6
[31] COc1ccc(CNC(=O)c2ccccc2C(=O)O)cc1
  x | x | x | 5 | x | -2 | 9
[32] O=C(CSc1ncn[nH]1)CSc1ncn[nH]1
  1.0 | 6 | -4 | 20 | 7 | -5 | 1
[33] Cc1cccc(NC(=O)c2ccc(NC(C)c3ccccc3)c([N+](=O)[O-])c2)n1 (stereo not drawn)
  1.0 | -23 | -8 | 9 | -4 | 15 | 7
[34] CCCCN(C(=O)c1ccc(N2C(=O)c3ccccc3C2=O)cc1)c1c(N)n(CC(C)C)c(=O)[nH]c1=O
  1.3 | -8 | 7 | -3 | 2 | 8 | 23
[35] O=C(NCCN1C(=O)S/C(=C\c2ccccc2F)C1=O)C1CCCN1C(=O)c1cccs1 (stereo not drawn)
  x | 2 | x | -5 | 0 | 0 | -18
[36] C[C@H](CO)N1C[C@H](C)[C@@H](CN(C)Cc2ccccn2)Oc2ncc(C#CC3(O)CCCC3)cc2C1=O
  1.6 | 5 | 9[16.7 µM] | -4 | -7 | x | 8
[37] O=C(COc1ccc(Br)cc1Cl)NC1CCCCC1
  x | -32 | x | -169 | -1 | -16 | 4
[38] Cc1onc(-c2ccccc2)c1C(=O)OCC(=O)N1CCN(c2ccccc2)CC1
  2.1 | -4 | x | 19 | 3 | 1 | -28
[39] CC1CCN(C(=O)Cn2nnc(-c3ccccc3)n2)CC1
  -0.2 | -47 | 0 | -76 | 7 | 0 | 9
[40] COc1ccc(-c2oc(=O)c3cc(OC)c(OC)cc3c2C#CC2(O)CCCCC2)cc1
  5.1 | 6 | x | 7 | -3 | -3 | 26

item	structure	CFTR F508del cor	EWS-Fli inh	miR122 inh	PAX8 inh HTS	DENV2 CPE rescue	FN deposit inh	GSIS activator
41	CCCCS(=O)(=O)Nc1ccc2c(c1)ncn2C1CCCCC1	1.2	-4	-3	x	-3	x	1
42	COc1cc(NS(=O)(=O)c2ccc(NC(=S)NC(=O)/C=C/c3ccc(OC)c(OC)c3)cc2)ncn1	-3.9	-5	6	4	-1	-2	-5
43	N#CC1=C(N)Oc2n[nH]c(-c3cccnc3)c2C1c1cc(F)ccc1F (stereo not drawn)	x	3	x	24	11	6	7
44	CCOc1ncccc1C(=O)OCc1cccc([N+](=O)[O-])c1	-2.1	-5	-1	-9	0	-7	5
45	CCCCCCCCCc1conc1C(=O)/C=C/c1oc2c(c1C)CCC(C)C2 (stereo not drawn)	-3.0	-1	x	-9	-5	1	x
46	CCOC(=O)N1CCN(C(=O)C2CCCN(S(=O)(=O)c3ccccc3)C2)CC1 (stereo not drawn)	x	x	2	x	x	0	10
47	O=C(COC(=O)CNC(=O)c1ccccc1Cl)NC1CC1	1.5	7	-8	3	2	-1	4
48	NC(=O)N/N=C/CCc1ccccc1	1.5	3	x	-7	0	2	10
49	Cc1ccc(C(=O)N/C(=C\c2ccco2)C(=O)NC2CCS(=O)(=O)C2)cc1 (stereo not drawn)	-0.3	3	-3	7	-1	5	7
50	O=C(OCC(=O)N1CCN(c2ccccc2)CC1)c1ccccc1NCCO	-3.1	6	x	-4	-8	-7	-1
51	CCCCC1(c2ccc(F)cc2)NC(=O)N(CC(=O)N2CCN(C(=O)c3ccco3)CC2)C1=O (stereo not drawn)	-1.0	1	x	7	u	x	-1
52	O=C(COc1ccc(C2SCCS2)cc1)NNC(=O)C(Cl)Cl	0.1	-35	-1	-62	u	-2	-6
53	COC(=O)[C@]12CCCCC=C1N(CCc1ccc(OC)c(OC)c1)C(=O)[C@H](CC(=O)NCc1cccs1)C2	1.2	-6	x	-17	8	5	-14
54	Cc1noc(C)c1S(=O)(=O)Nc1ccc2c(c1)CC(=O)N([C@@H](C)CO)C[C@@H](C)[C@H](CN(C)C(=O)NC(C)C)O2	0.2	-3	-2[16.7 µM]	19	2	6	31
55	O=C(CN1C(=O)/C(=C\c2ccccc2Cl)Oc2ccccc21)NCc1cccnc1	x	-5	x	8	1	-30	21

item	structure	CFTR F508del cor	EWS-Fli inh	miR122 inh	PAX8 inh HTS	DENV2 CPE rescue	FN deposit inh	GSIS activator
56	Cc1ccc(S(=O)(=O)Nc2cccc3c2O[C@H](CN(C)S(=O)(=O)c2ccc(Cl)cc2)[C@@H](C)CN([C@H](C)CO)C3=O)cc1	0.1	-8	x	-12	7	x	8
57	O=C(Nc1ccc(C(=O)O)cc1)/C(=C\c1ccccc1)NC(=O)c1ccc(Br)cc1	-3.0	2	-7	-4	-9	x	-12
58	CN(C)CCCN1c2ccc3ccccc3c2Sc2cccc(Cl)c21	1.0	-5	-1	-1	-3	-17	x
59	Cc1ccc(CSc2nc3c(c(SCC(=O)O)n2)CCCC3)cc1	x	x	-3	9	x	0	x
60	CN1C(=O)NC(c2ccc([N+](=O)[O-])cc2)C2=C1CC(C)(C)CC2=O (stereo not drawn)	0.5	-12	-7	-9	12	-3	21
61	COc1cccc(NC(=O)N[C@H]2CC[C@H](CC(=O)Nc3ccccc3)O[C@@H]2CO)c1	-0.2	-7	x	5	0	3	-6
62	CCCC(=O)n1nc(-c2ccccc2)nc1SC	x	x	-2	-22	x	7	x

An excerpt of these results, with each value named.
58. CN(C)CCCN1c2ccc3ccccc3c2Sc2cccc(Cl)c21
- CFTR F508del cor: 1.0
- EWS-Fli inh: -5
- miR122 inh: -1
- PAX8 inh HTS: -1
- DENV2 CPE rescue: -3
- FN deposit inh: -17
- GSIS activator: x

59. Cc1ccc(CSc2nc3c(c(SCC(=O)O)n2)CCCC3)cc1
- CFTR F508del cor: x
- EWS-Fli inh: x
- miR122 inh: -3
- PAX8 inh HTS: 9
- DENV2 CPE rescue: x
- FN deposit inh: 0
- GSIS activator: x

60. CN1C(=O)NC(c2ccc([N+](=O)[O-])cc2)C2=C1CC(C)(C)CC2=O (stereo not drawn)
- CFTR F508del cor: 0.5
- EWS-Fli inh: -12
- miR122 inh: -7
- PAX8 inh HTS: -9
- DENV2 CPE rescue: 12
- FN deposit inh: -3
- GSIS activator: 21

61. COc1cccc(NC(=O)N[C@H]2CC[C@H](CC(=O)Nc3ccccc3)O[C@@H]2CO)c1
- CFTR F508del cor: -0.2
- EWS-Fli inh: -7
- miR122 inh: x
- PAX8 inh HTS: 5
- DENV2 CPE rescue: 0
- FN deposit inh: 3
- GSIS activator: -6
